WRN helicase inh: WRN helicase (human) inhibition; Potency, µM (titrated, usually from 114 µM), inactives show at the highest dose activity change, negative = inhibition, usual class: inhibitors; hit rate 0.46% among 360,000; WRN helicase unwinding, fluorescent forked duplex, kinetic; AID 651768; note: potency is the fitted concentration of half-maximal effect; % is set by controls: 0 for no effect and ±100 for the full control effect; nearly all actives have a fitted effect of over 55% in size
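Fluorescence dequenching readout, ex 525 nm/em 598 nm, kinetic mode: forked duplex DNA (100 nM final) with adjacent fluorophore and quencher unwound by WRN (20 nM final) with 2 mM ATP. Compound preincubation 15 min, room temperature.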
CCT chaperon mod: cytosolic chaperonin activity modulation; purified chaperonin ATPase assay, HTRF ADP detection, 30 min; activity change, % (test concentration not listed), hits read low; hit rate 0.3% among 360,000; in the data active = activity change below about -30%; note: % is set by controls: 0 for no effect and ±100 for the full control effect
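We incubate TRiC, 40 or 20 nM final, with library compounds at 76 uM and 10 uM ATP for 30 min at 37 °C. ADP formed is detected with Transcreener HTRF reagents after 30 min at room temperature.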
PI5P4K alpha inh: inhibitors of human PI5P4K alpha. P48426. max response, %. hit rate 1.2% among 330,000. AID 652105. PI5P4Kalpha enzyme, ADP-Glo luminescence, 60 min; stronger effect = lower value; active = max response of -50% or lower; inconclusive = between -30% and -50%; inactive = -30% or higher; note: value at the top dose of about 77 µM; % is set by controls: 0 for no effect and ±100 for the full control effect
Target sequence (P48426 whole entry, looked up): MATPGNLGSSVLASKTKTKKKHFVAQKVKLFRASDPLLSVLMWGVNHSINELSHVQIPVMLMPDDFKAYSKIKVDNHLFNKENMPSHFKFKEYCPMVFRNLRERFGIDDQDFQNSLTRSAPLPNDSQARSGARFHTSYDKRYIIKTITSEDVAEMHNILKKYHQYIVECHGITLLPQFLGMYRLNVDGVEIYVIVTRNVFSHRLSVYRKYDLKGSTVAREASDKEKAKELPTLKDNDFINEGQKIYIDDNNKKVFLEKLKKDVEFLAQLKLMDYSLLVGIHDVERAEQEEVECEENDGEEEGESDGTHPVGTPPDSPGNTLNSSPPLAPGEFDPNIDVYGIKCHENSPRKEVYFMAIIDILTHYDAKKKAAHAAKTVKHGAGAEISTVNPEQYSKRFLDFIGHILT
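Compounds were pin-transferred onto PI5P4Kalpha and substrate in HEPES pH 7.4 buffer with EGTA, CHAPS and 5% DMSO. ATP (5 microM final) started the reaction, which ran 60 minutes at room temperature before ADP-Glo detection.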
EPAC1 antagonist: antagonists of human EPAC1; EPAC1 GEF assay, Rap1b-BODIPY-GDP exchange fluorescence; Potency, µM (highest dose often 115 µM), for inactives: top-dose activity change, negative = inhibition, most hits filed as inhibitors; hit rate 0.14% among 360,000;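 note: potency is the fitted concentration of half-maximal effect; plate controls were vehicle for no effect and positive control for full effect; nearly all actives have a fitted effect of over 50% in size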
EPAC2 antag: EPAC2 (human) antagonism; EPAC2 GEF exchange of Rap1B-BODIPY-GDP, fluorescence; Potency, µM (highest dose often 114 µM), for inactives: top-dose activity, negative = inhibition, actives largely listed as inhibitors; hit rate 0.18% among 360,000; Q8WZA2; note: potency is the fitted concentration of half-maximal effect; % is set by controls: 0 for no effect and ±100 for the full control effect; nearly all actives have a fitted effect of over 45% in size; many of its hits are not listed in these tables
PLK1 PBD inh: inhibitors of human PLK1 polo-box domain binding | hit rate 2.8% among 360,000 | Plk1 PBD binding of FITC phosphopeptide, fluorescence polarization | Potency, µM, for inactives: max response, negative = inhibition, hits mostly inhibitors | P53350; note: potency is the fitted concentration of half-maximal effect; series mostly up to about 57 µM; % is set by controls: 0 for no effect and ±100 for the full control effect; nearly all actives have a fitted effect of over 65% in size
Target sequence (P53350 whole entry, looked up, the tested form may be a part): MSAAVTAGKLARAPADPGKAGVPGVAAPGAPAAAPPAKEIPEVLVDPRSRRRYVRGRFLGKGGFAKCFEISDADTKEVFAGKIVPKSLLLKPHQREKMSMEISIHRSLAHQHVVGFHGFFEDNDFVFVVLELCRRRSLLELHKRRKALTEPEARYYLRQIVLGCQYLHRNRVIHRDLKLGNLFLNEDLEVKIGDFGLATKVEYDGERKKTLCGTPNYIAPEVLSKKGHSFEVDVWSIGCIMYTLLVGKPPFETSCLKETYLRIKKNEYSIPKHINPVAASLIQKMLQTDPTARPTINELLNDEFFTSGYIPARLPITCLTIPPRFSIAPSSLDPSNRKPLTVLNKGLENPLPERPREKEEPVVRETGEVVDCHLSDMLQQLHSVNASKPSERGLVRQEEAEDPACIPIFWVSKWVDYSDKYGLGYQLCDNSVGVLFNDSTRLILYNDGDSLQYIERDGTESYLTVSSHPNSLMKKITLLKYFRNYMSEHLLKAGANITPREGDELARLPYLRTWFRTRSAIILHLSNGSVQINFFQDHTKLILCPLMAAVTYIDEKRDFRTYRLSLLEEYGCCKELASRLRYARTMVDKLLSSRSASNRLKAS
MmCpn inh: M. maripaludis TRiC chaperonin inhibition; purified Mm-Cpn ATPase, ADP Transcreener TR-FRET; hit rate 0.031% among 330,000; Potency, µM (series often up to 76.9 µM), without a hit: top-dose activity, negative = inhibition, hits mostly inhibitors; note: potency is the fitted concentration of half-maximal effect; % is set by controls: 0 for no effect and ±100 for the full control effect; nearly all actives have a fitted effect of over 80% in size
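ATPase turnover read by TR-FRET ADP competition (Eu cryptate antibody/ADP-d2, 665/590 nm): 10uM ATP final, 25nM Mm-CPN final, 30 min 37degC after 10-min compound preincubation, pH 7.4 Tris/KCl/MgCl2/DTT buffer.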
EPAC1 ag: activates human EPAC1 exchange factor; EPAC1 agonist qHTS, biochemical assay; response scale: 100% = response to 6.5 mM cAMP; Potency, µM (top dose mostly 154 µM), without a hit: at the highest dose activation, actives largely listed as activators; hit rate 0.073% among 360,000; AID 720707; note: potency is the fitted concentration of half-maximal effect; nearly all actives have a fitted effect of over 60% in size
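EPAC1 100 nM, Rap1B–BODIPY-GDP 250 nM, unlabeled GDP 50 uM; compound titration; 5 min RT; kinetic read ex480/em540 at 5-min intervals ×30 min; data normalized to 6.5 mM cAMP agonist control.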
Numbers without * were called inactive; ? = inconclusive; nt = no result given; [ ] = dose if it differs, or a comment. Unless noted, calls come from the whole dose curve; as a rule, active = well fitted curve in the direction sought with a large enough effect; inconclusive = small, poorly fitted or top-dose-only effect, or another doubt; inactive = no such curve, though single readings can be large; an effect the other way counts as inactive or inconclusive.

SMILES	WRN helicase inh	CCT chaperon mod	PI5P4K alpha inh	EPAC1 antagonist	EPAC2 antag	PLK1 PBD inh	MmCpn inh	EPAC1 ag
COc1ccc(CN2C(=O)CCC(C(=O)O)C2c2ccccc2)cc1 (stereo not given)	6%	-2.9	1	5%	4%	-18%	0%	10%
O=C(Nc1ccnn1C1CCN(Cc2cc(Cl)ccc2O)CC1)C1CC1	-7%	1.4	6	2%	0%	-9%	0%	-5%
Cc1ccc(C(=O)NCc2ccco2)cc1S(=O)(=O)Nc1cccc(C)c1C	-9%	1.4	nt	12%	6%	-9%	1%	13%
CN(Cc1cccnc1)C(=O)CNC(=O)c1ccc(Cl)cc1Cl	0%	2.0	-1	-15%	-5%	-3%	3%	5%
NC(=O)c1ccccc1OCC(=O)N1CCCc2ccccc21	1%	-0.5	0	-22%	-1%	1%	3%	0%
O=[N+]([O-])c1ccc(OCCCCCN2CCOCC2)cc1	2%	-1.8	-4	23%	15%	2%	0%	3%
COc1ccccc1N(CC(=O)N1CCCCC1C)S(=O)(=O)c1ccc(Cl)cc1 (stereo not given)	-5%	-0.8	4	-6%	-12%	-3%	nt	12%
CCCCN(Cc1ccco1)S(=O)(=O)c1c[nH]c(C(=O)OC)c1	-3%	0.6	-1	-24%	?	-1%	-3%	-14%
COC(=O)c1ccc(N2CCN(C)CC2)c(NC(=O)COc2ccc(OC)cc2)c1	-13%	1.1	5	-14%	-11%	-8%	1%	3%
COc1ccc(S(=O)(=O)NCC(=O)NC2CC2)cc1OC	7%	-0.8	0	-14%	13%	-26%	-2%	3%
Cc1nc([N+](=O)[O-])c(Br)n1CC(=O)c1ccccc1	-28%	-13	5	-12%	-7%	?	2%	3%
O=C1CCCN1c1ccc(S(=O)(=O)N2CCN(c3ccccn3)CC2)cc1	-7%	-1.4	nt	6%	6%	-7%	0%	1%
COc1ccc(NC(=S)NCCSc2ccc(Cl)cc2)c(OC)c1	-12%[57.1 µM]	2.5	9	5%	8%	?	3%	2%
CC(NC(=O)CCNC(=O)c1ccco1)c1ccccc1 (stereo not given)	-8%	2.4	8	-6%	18%	2%	-4%	-4%
COc1ccc(OC)c(C(C)NC(=O)c2ccco2)c1 (stereo not given)	6%	-0.3	nt	15%	2%	-3%	-4%	3%
Cn1cnc([N+](=O)[O-])c1Oc1ccccc1	-7%	0.4	8	14%	16%	0%	4%	-2%
CCN(CC)c1ccc(C2C(C(=O)OC)=C(C)NC(C)=C2C(=O)OC)cc1	-4%	-2.0	1	0%	-15%	-2%	0%	4%
CC1CCN(C(=O)COC(=O)c2cc(S(=O)(=O)N3CCOCC3)ccc2Cl)CC1	-12%	-0.9	3	-14%	5%	-5%	2%	8%
CC(NC(=O)c1ccc(Cl)c(Cl)c1)c1ccc(-c2ccccc2)cc1 (stereo not given)	-3%	0.1	-4	2%	20%	0%	1%	13%
O=C(CSc1nnc(-c2ccccc2)n1-c1ccc(Cl)cc1)NNC(=S)Nc1ccccc1	-10%	-3.2	-8	-11%	-1%	-25%	1%	-8%
COc1ccc(S(=O)(=O)Nc2nc3ccccc3nc2NCC2CCCO2)cc1 (stereo not given)	-8%	0.9	0	3%	-5%	-1%	0%	3%
Cc1nc2ccc(S(=O)(=O)Nc3cccc(-c4nc5cccnc5s4)c3C)cc2s1	-9%	-1.2	11	-24%	3%	-21%	?	1%
CCn1c(CCCNC(=O)c2ccc(F)cc2)nc2ccccc21	3%	-0.3	0	0%	0%	-6%	0%	9%
CCOC(=O)C1(Cc2ccccc2)CCN(Cc2cn(CC(=O)OC)c3ccccc23)CC1	5%	-4.1	0	19%	-5%	-3%	0%	-3%
CC(C)N(C(=O)c1ccc(-c2ccccc2F)cc1)C(C)C	1%	-0.4	-1	-5%	-9%	-6%	-1%	1%
Cc1ccc(S(=O)(=O)N2CCCC(NC(=O)N3CCN(c4ccccc4)CC3)C2)cc1 (stereo not given)	-3%	-1.5	0	6%	-6%	2%	-1%	8%
Cc1sc(NC(=O)c2cccs2)nc1-c1ccccc1	-12%	2.2	-4	-8%	-1%	-6%	0%	21%
CC(=O)Nc1cc(-c2ccc(S(C)(=O)=O)cc2)cn2c(-c3ccc(F)c(Cl)c3)cnc12	6%[57.1 µM]	-1.2	-9	-15%	0%	-24%	nt	16%
CC1(C)CC(=O)c2c(nn(-c3ccccc3)c2N)C1	-19%	-3.5	nt	-10%	2%	1%	-4%	8%
OCCC1CN(Cc2cccc3nccnc23)CCN1Cc1ccc(F)c(F)c1 (stereo not given)	4%	-3.7	2	9%	0%	-13%	1%	1%

Additional structures.
SMILES	WRN helicase inh	CCT chaperon mod	PI5P4K alpha inh	EPAC1 antagonist	EPAC2 antag	PLK1 PBD inh	MmCpn inh	EPAC1 ag
Cc1ccc(S(=O)(=O)NCN2C(=O)c3ccccc3C2=O)cc1	8%	1.0	0	19%	15%	7%	nt	-23%
CCOC(=O)CN1C(=O)N[C@@H](c2ccco2)C(C(C)=O)=C1C	-1%	0.5	-1	-2%	0%	-9%	nt	10%
CC1=C(OC(=O)c2ccccc2)C(C)(C)C(c2ccccc2)OC1=O (stereo not given)	-23%[57.1 µM]	-2.0	3	6%	1%	-5%	0%	0%
CCOc1ccc(C(=O)NCCCCNC(=O)c2ccc(OCC)cc2)cc1	-5%	1.5	2	-12%	0%	-15%	3%	4%
Cc1cccc(OCCSc2nncn2C)c1	1%	0.3	2	-7%	8%	-7%	1%	0%
COC(=O)c1cccc(NC(=O)CC2C(=O)NCCN2C(=O)Nc2cc(C)cc(C)c2)c1 (stereo not given)	-1%	0.1	11	-2%	-4%	-16%	-2%	-7%
O=C(O)CCn1c(=O)sc2ccccc21	-6%	-1.1	nt	-8%	-7%	-7%	0%	4%
CCN(CC)C(=O)CC(c1cc(OC)c(OC)c(OC)c1)c1c(OC)cc(OC)c2c(-c3ccccc3)cc(=O)oc12 (stereo not given)	-11%[11.6 µM]	-1.0	-56*	?	-9%	?	0%	3%
O=S(=O)(c1ccc(F)cc1)N1CCC(O)(c2ccc3c(c2)OCO3)CC1	1%	0.1	nt	-6%	2%	-3%	2%	2%
COc1ccc(CNS(=O)(=O)c2c(C(=O)N3CCCCCC3)c(C)n(C)c2C)cc1	-3%	-0.4	12	-25%	1%	-5%	0%	11%
CN(CC(=O)Nc1cccc(F)c1)C(=O)c1ccc(N2CCCCCC2)c([N+](=O)[O-])c1	-4%	1.2	1	-11%	-18%	-3%	1%	14%
CCCc1nnc(NC(=O)CCCC(=O)O)s1	-1%	-3.2	-12	11%	3%	-10%	-3%	7%
CC(C)NC(=O)C12CC3CC(C1)CC(n1cnc(Cl)n1)(C3)C2	8%[57.1 µM]	-1.0	0	-13%	-6%	-9%	-1%	-2%
CC12CCC(=O)C=C1CCC1C2C(O)CC2(C)C1CCC2(O)C(=O)CO (stereo not given)	6%	1.7	1	-17%	-5%	-3%	1%	-18%
C/C=C/c1cccc(-c2nc(C(=O)N3CCCCC3)cc3c2[C@H](CCO)N(C(=O)NC(C)C)C3)c1	-3%	-2.0	-5	-9%	6%	-3%	nt	-8%
CC(=O)c1ccc(/C=C/c2nc3ccccc3n2C)o1	-12%	-0.3	-1	4%	-6%	-19%	?	9%
CCCn1c2ccccc2c2cnn(CC(=O)NCCCN3CCCC(C)C3)c(=O)c21 (stereo not given)	7%	0.0	10	8%	3%	-5%	1%	3%
CCN1CCN(CC(=O)N2N=C(c3cccs3)CC2c2ccc(C)cc2)C(=O)C1=O (stereo not given)	1%	-1.1	-2	-6%	6%	-9%	4%	2%
Cc1ccc2c(c1)S/C(=C\c1cccc[n+]1C)N2CCO	-3%	-0.6	-3	-20%	-21%	24µM*	-2%	10%
COC(=O)C1=C(C)NC(C)=C(C(=O)OC)C1c1ccc(N(C)C)cc1	5%	1.1	nt	1%	16%	1%	0%	-2%
O=C(NCCC1=CCCCC1)c1cc(-c2ccncc2)nc2ccccc12	-28%	-10	3	-9%	3%	-10%	2%	3%
C[C@H](CO)N1C[C@H](C)[C@@H](CN(C)S(=O)(=O)c2cccs2)Oc2ccc(NC(=O)CCC(F)(F)F)cc2C1=O	-7%	-1.0	0	-2%	0%	-8%	0%	4%
COc1ccccc1N(CC(=O)NCc1ccco1)S(C)(=O)=O	-11%	1.4	1	15%	1%	-10%	0%	2%
COc1ccc(NC(=O)C(c2ccncc2)n2c(=O)c(-c3ccccc3)nc3ccccc32)cc1 (stereo not given)	-7%	nt	-2	-3%	-13%	-5%	nt	5%
Cc1cc(C)cc(N(CC(=O)N2CC=C(c3ccccc3)CC2)S(=O)(=O)c2c(C)noc2C)c1	-6%	-3.6	7	-6%	-10%	-1%	0%	9%
O=C(CCN1C(=O)C2C3C=CC(C3)C2C1=O)N1CCN(c2cccc(Cl)c2)CC1 (stereo not given)	-7%	1.0	0	-6%	-2%	-3%	-2%	-8%
O=C(CSc1nnc(CNC(=O)c2ccco2)o1)c1ccccc1	-5%	-1.4	4	12%	6%	-2%	-4%	-8%
CCCN(CC(=O)Nc1ccc(C)cc1Br)CC(=O)Nc1ccc(F)c(F)c1F	-2%	-1.6	-4	-8%	-9%	-10%	-4%	-6%
COC(=O)c1cc(S(=O)(=O)N2CCC(c3cc(OC)ccc3OC)C2)c[nH]1 (stereo not given)	-7%	-1.6	3	-1%	-9%	-11%	-3%	2%
CN(C)c1ccc(-c2[nH][nH]c(=O)c2NC(=O)c2ccc3ccccc3n2)cc1	-11%	-0.8	-5	?	-23%	?	nt	14%

Reprinted from the part before: 2 entries, followed by the next part.
SMILES	WRN helicase inh	CCT chaperon mod	PI5P4K alpha inh	EPAC1 antagonist	EPAC2 antag	PLK1 PBD inh	MmCpn inh	EPAC1 ag
COC(=O)c1cc(S(=O)(=O)N2CCC(c3cc(OC)ccc3OC)C2)c[nH]1 (stereo not given)	-7%	-1.6	3	-1%	-9%	-11%	-3%	2%
CN(C)c1ccc(-c2[nH][nH]c(=O)c2NC(=O)c2ccc3ccccc3n2)cc1	-11%	-0.8	-5	?	-23%	?	nt	14%
CC(C(=O)Nc1ccc(N2CCOCC2)cc1)N1C(=O)NC(C)(C)C1=O (stereo not given)	2%	-0.7	-2	-3%	8%	3%	0%	-8%
O=c1cc(C(F)(F)F)[nH]c2ccc(OC(F)(F)F)cc12	1%	-0.1	6	10%	3%	0%	1%	5%
COC(=O)c1ccccc1OS(=O)(=O)N(C)C	-2%	0.2	3	-4%	3%	-14%	1%	-9%
Cc1cc(C)nc(SCc2cc(=O)c(OC(=O)c3ccc(Cl)c([N+](=O)[O-])c3)co2)n1	-17%	0.9	4	3%	10%	?	2%	0%

The list is partial (hit frequency here may not be typical).
